Pf Dd2 inh – qHTS Primary assay for Inhibitors of Plasmodium falciparum Dd2 growth in vitro; P. falciparum Dd2 growth, SYBR Green, 72 h; Potency, µM (series often up to 28.9 µM), inactives show at the top dose activity, negative = inhibition, actives largely listed as inhibitors; actives 4.3% (n = 120,000); AID 1347417, 2020; active means well fitted inhibition curve with a large enough effect; inconclusive means small, poorly fitted or top-dose-only effect; inactive means no such curve, though single readings can be large or run the other way;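 further: plate controls were DMSO vehicle for no effect and reference drug for full effect; nearly all actives have a fitted effect of over 65% in size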
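Infected erythrocytes (Dd2, 0.3% parasitemia, 2.5% hematocrit final) are added to compound in RPMI-1640/Albumax II medium, grown 72 h at 37C in low oxygen, then lysed with saponin/Triton-X containing SYBR Green and read by fluorescence.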
* = called active by the depositor; i = inactive; ? = inconclusive; [ ] = another dose, or the depositor's remark. Potency means the concentration at half of the fitted maximal effect. A portion of the library (hit frequency here may not be typical).

SMILES	Pf Dd2 inh
COc1cc(Cl)c(C)cc1NC(=O)CSc1cc(-c2ccccc2)nc(C)n1	-19%
COc1cccc(CCN2CC[C@H]3CN(C(=O)COc4ccccc4)CC[C@H]3CC2=O)c1OC	i
Cc1ccc2oc(=O)c(S(=O)(=O)c3ccc(C(C)(C)C)cc3)cc2c1	24%
O=C(CCn1cnc2onc(-c3ccc(F)cc3)c2c1=O)Nc1ccc(F)c(Cl)c1	?
CC(C)N1C[C@@H]2OCC(=O)N(Cc3ccccn3)[C@@H]2C1	?
CSc1ccc(CNC(=O)c2cc3c(s2)CCN(C(=O)c2ccccc2)C3)cc1	?
Cc1ccc2nc(/C(C#N)=C/c3cccc(Br)c3)[nH]c2c1	?
CCOC(=O)c1ccc(NC2=CC(c3ccc(F)cc3)N(c3ccc(C(=O)OCC)cc3)C2=O)cc1 (stereo unspecified)	?
CCOc1ccc(CNC(=O)c2cnc3sc(N(CC)CC)nn3c2=O)cc1OC	5%
Cc1ccc(-c2nc(S(=O)(=O)c3ccccc3)c(SCC(=O)NC3CCCCC3)o2)cc1	?
CCc1ccc(-n2c(SC(CC)C(=O)N(CC)CC)nc3n[nH]c(C)c3c2=N)cc1 (stereo unspecified)	?
CC(=O)c1ccc(NC(=O)C2CCCN(S(=O)(=O)c3cn(C)cn3)C2)cc1 (stereo unspecified)	58%[activator]
Cn1cccc1C(=O)N1CCC(Cc2nc(C3CC3)n[nH]2)C1 (stereo unspecified)	-1%
COCCC(=O)N1[C@@H]2CC[C@H]1CC(NC(=O)c1cnc(C)cn1)C2 (stereo partly specified)	6%
CC(C)OCCCn1c(SCc2ccccc2C#N)nc2c(sc3ccccc32)c1=O	3%
CC(=O)N(C)Cc1ccc(-c2ccccc2)cc1	?
CN(C)c1ccc(C2C=C(c3ccccc3)Nc3nnnn32)cc1 (stereo unspecified)	?
Cn1cc(C2CC2)c2nc(COc3ccccc3)cn2c1=O	-14%[44.1 µM]
COCc1cc(NCc2cccnc2Oc2cccc(C(F)(F)F)c2)ncn1	-20%
O=[S+]([O-])(Nc1cccnc1)c1ccc2c(c1)OCCN(CC1CCOCC1)C2	3%[44.1 µM]
COC(=O)[C@@H]1Cc2ncn(Cc3ccc(OC)cc3)c2CN1S(=O)(=O)c1ccccc1	i
O=C(NCc1ccccc1)[C@H]1CN2CCC1C[C@@H]2Cn1cc(C2(O)CCCCC2)nn1 (stereo partly specified)	i
O=C(CC1CCCCC1)N1CCC2(CC1)NC(=O)N(c1ccc(F)cc1)N2	i
COCc1cc(C[C@@H]2C[C@H](NC3CCC3)C2(C)C)no1	i
O=C(NC1CCN(c2cc(-c3ccccc3)[nH]n2)CC1)c1ccc2ncccc2c1	i
O=C1NCc2ccccc2CC12CCCCN2Cc1cc2ccccc2o1 (stereo unspecified)	?
Cc1cc(N2CCC(NC(=O)c3ccc(N(C)C)cc3)C2=O)ccc1F (stereo unspecified)	i
Cc1ccc(C)c(N2CCN(C(=O)c3cc4n(n3)CC(c3ccc(Cl)cc3)OC4)CC2)c1 (stereo unspecified)	i
Cc1ccc(NC(=O)Cn2ccn3nc(-c4ccccc4)c(CO)c3c2=O)c(Cl)c1	26%
COc1ccc(-c2[nH]nc3ncc(C(=O)N4CCN(Cc5ccccc5)CC4)nc23)c(C)c1	i

Reformatted with bars between the fields: part of the list above.
mol | Pf Dd2 inh
COCc1cc(C[C@@H]2C[C@H](NC3CCC3)C2(C)C)no1 | i
O=C(NC1CCN(c2cc(-c3ccccc3)[nH]n2)CC1)c1ccc2ncccc2c1 | i
O=C1NCc2ccccc2CC12CCCCN2Cc1cc2ccccc2o1 (stereo unspecified) | ?

Remaining list, next part:
SMILES	Pf Dd2 inh
O=C(NC1CCN(c2cc(-c3ccc(F)cc3)[nH]n2)CC1)c1ccc(F)c(Cl)c1	-8%
COc1ccc(CCNC(=O)Cn2ccn3nc(-c4ccccc4)c(CO)c3c2=O)cc1OC	0%
Cc1ccc(-n2nc3n(c2=O)CCN([S+](=O)([O-])c2cccs2)C3)cc1	-15%
O=C(NCCN1CCOCC1)C1CN(S(=O)(=O)c2cccs2)CC12CCCCC2 (stereo unspecified)	-8%
CC(=O)N1CCN(C(=O)c2ccc3c(c2)NC(C)(COc2cccnc2)CO3)CC1 (stereo unspecified)	-13%[44.1 µM]
CCCN1C(=O)Cc2cc(C(=O)NCc3ccccc3F)ccc21	i
O=C(CC1CCN(S(=O)(=O)c2ccc(F)c(F)c2)C1)NCc1ccccc1 (stereo unspecified)	-6%
COc1ccc(CCC(=O)NCC(=O)N2CCCCCCNC(=O)CC2c2ccccc2)cc1 (stereo unspecified)	?
CN(C(=O)NCc1ccc(F)cc1)C1CCc2nn(CC3CC3)c(=O)n2CC1 (stereo unspecified)	-7%
COc1cc(OC)c(NC(=O)N2CCCn3nc(C)cc32)cc1Cl	405%[activator][5.79 µM]
CN(Cc1cc(C2CC2)n[nH]1)C(=O)c1ccccc1C1CCNC1 (stereo unspecified)	-25%
O=C(Nc1nccs1)[C@H]1CN2CC[C@H]1C[C@@H]2Cn1cc(-c2ccccc2)nn1	-8%[44.1 µM]
CN(C)C(=O)c1cccnc1OC1CCN(C(=O)c2ccncc2)CC1	-14%
Cc1cc(=O)n(CC(=O)Nc2ccccc2)c(N2CCc3ccccc3C2)n1	i
COc1cc2c(C(=O)N(C)c3cccc(C(F)(F)F)c3)cn(CC(C)C)c(=O)c2cc1OC	-17%
O=C(CCCn1c(=O)c2sccc2n(Cc2cccc(Cl)c2)c1=O)NCc1ccc2c(c1)OCO2	-17%
O=C(NC1CC1)c1ccccc1OC1CN(Cc2ccncc2)C1	23%
COc1ccc(-c2nn3c(=O)cc(CN4CCN(C(=O)c5ccc(OC)c(OC)c5)CC4)nc3s2)cc1	-18%
CC(=O)c1ccc(NC(=O)Cn2ncc3c(C)n(Cc4ccc(F)cc4)c(C)c3c2=O)cc1	-12%
COc1ccc(CNC(=O)c2cc3n(n2)CC(c2ccc4c(c2)OCO4)OC3)cc1OC (stereo unspecified)	-23%
CCOC(=O)CC1NCCNC1=O (stereo unspecified)	6%
CCOc1ccccc1NC(=O)c1cc(S(=O)(=O)N2CCOCC2)cn1C	14%
Cc1cccc(NC(=O)Nc2nnc(N(C)Cc3ccccc3)s2)c1	?
Cc1ccc(Sc2c(C)nn(-c3ccccc3)c2OC(=O)C(C)(C)C)cc1	35%[activator]
c1ccc(-c2nc3ccncc3[nH]2)cc1	?
COCC1CN(S(=O)(=O)Cc2ccccc2)CC12CCNCC2 (stereo unspecified)	?
CCc1ccc2nc(N(CCN(CC)CC)C(=O)c3cccs3)sc2c1	-10%
O=C1NCC2(CCN(c3nccc(CCC(F)(F)F)n3)CC2)O1	3%
CN(C)S(=O)(=O)c1ccc(C(=O)NCCSc2c(-c3ccc(Br)cc3)[nH]c3ccccc23)cc1	?
COc1ccc(CC(=O)N2CCC(Oc3ccc(C(=O)N(C)C)cn3)CC2)cc1Cl	?

By substructure, the entries above containing bromine
SMILES	Pf Dd2 inh
Cc1ccc2nc(/C(C#N)=C/c3cccc(Br)c3)[nH]c2c1	?
CN(C)S(=O)(=O)c1ccc(C(=O)NCCSc2c(-c3ccc(Br)cc3)[nH]c3ccccc23)cc1	?

Additional structures follow:
SMILES	Pf Dd2 inh
Cc1ccc(N2CC(C)Cn3c2nc2c3c(=O)n(Cc3cccc(Cl)c3)c(=O)n2C)cc1 (stereo unspecified)	-2%
COc1ccc(-c2noc(-c3cccn3CC(=O)Nc3cc(C)ccc3OC)n2)cc1F	?
COc1ccccc1-c1nc(C(=O)NC2CC2)n2ccccc12	i
CN(Cc1nc(-c2ccccc2)cs1)C(=O)COc1ccc(F)cc1F	-12%
COc1cccc2c1cc1c(=O)n(CC(=O)NCCCN3CCN(C)CC3)nc(C)n12	1%
CCc1ccccc1N1CC(c2nc3ccccc3n2Cc2cccc(C)c2)CC1=O (stereo unspecified)	-97%
COCCCNc1nc2c(-c3cccc(Br)c3)nnn2c2ccccc12	i
CCn1ncc(CN(C)C(=O)c2cc(COc3ccccc3)[nH]n2)c1C	-7%
CCOc1cc(C(=O)N2CCCN(c3cc(-c4ccc(F)cc4)[nH]n3)CC2)cc(OCC)c1OCC	i
COc1ccc2nc([C@H]3CCN(Cc4ccccc4F)C3)[nH]c2c1	?
COc1cc(Cl)c(C)cc1NC(=O)CN1c2ccccc2S(=O)(=O)c2ccccc21	-7%
COc1ccc(C(=O)N2CCCC3(C2)NC(=O)c2ccccc2O3)cc1 (stereo unspecified)	-13%
CCC(Sc1nnc(-c2ccc(OC)cc2)c(-c2ccc(OC)cc2)n1)C(=O)Nc1cccc(OC)c1 (stereo unspecified)	?
COC(=O)[C@@H](C)NC(=O)c1coc(COc2cccc(C(F)(F)F)c2)n1	2%
COc1ccc(C(=O)N[C@H]2C[C@H]3C(=O)NC[C@@H](CCC(=O)NCc4ccccc4)N3C2)cc1	-13%
c1coc(-c2noc(CNCc3cccnc3-n3cncn3)n2)c1	5%
O=C(NCc1nnc2cc(-c3nc(C4CC4)no3)ccn12)c1nccc2ccccc12	-15%
O=C(NC1CC(=O)N(c2cccc(F)c2)C1)C(c1ccccc1)c1ccccc1 (stereo unspecified)	i
COc1ccc(-c2noc([C@@H]3C[C@@H](O)CN3Cc3cccnc3)n2)cc1	-24%[44.1 µM]
O=C(CCc1cc(Cl)no1)N1CCc2c(nc3cc(-c4ccccc4)[nH]n3c2=O)C1	-21%[5.79 µM]
COc1ccc(CNS(=O)(=O)c2ccc(-c3cnc(C4CC4)o3)cc2)cc1	i
CCOC(=O)N1CCc2c(sc3c2c(=O)n(Cc2ccccc2)c(=O)n3Cc2cccc(C)c2)C1	?
CC(=O)Nc1cccc(C(=O)NCc2ccc3c(c2)CCN3C(=O)c2ccc(F)cc2)c1	16%
CC(C)c1cccc(NC(=O)c2ccc3c(c2)N(C)C2CCCCN2C3=O)c1 (stereo unspecified)	-9%
CCCCN1C(=O)c2[nH]nc(-c3ccccc3O)c2C1c1ccc(C(C)(C)C)cc1 (stereo unspecified)	2.8µM*
O=C(COc1ccccc1[N+](=O)[O-])N1CCN(CCc2ccncc2)CC1	-2%
Cc1ccc(-c2noc([C@@H]3Cc4nc[nH]c4CN3C(=O)Nc3ccccc3)n2)cc1	?
Cn1cnc([S+](=O)([O-])N2CCC(c3nnc4n3C(C(=O)O)CC4)CC2)c1 (stereo unspecified)	24%
Cc1ccc(NC(=O)N2CCC(c3noc(COCC4CC4)n3)CC2)cc1F	-28%
Cc1cccc(-n2c(=O)c3ccccc3n(Cc3ccccc3C#N)c2=O)c1	12%
O=C1CCc2cc(S(=O)(=O)NC(C(=O)Nc3cccc(F)c3)c3ccccc3)ccc2N1 (stereo unspecified)	i
CCC(CC)CN1C[C@]23C=C[C@H](O2)C(C(=O)N(C)CCn2ccnc2C)C3C1=O (stereo partly specified)	-9%
O=C(NC[C@H]1O[C@H](Cc2cc(CN3CCNCC3)on2)CC[C@@H]1O)c1ccccc1F	?
Cc1cc(-c2ccc(S(=O)(=O)N3CCN(c4ccc(Cl)cc4)CC3)s2)on1	-20%
CC1=C[C@@H](CC#N)[C@H](C(C)C)C[C@H]1CC(=O)N1CCOCC1	-20%[44.1 µM]
CCCc1cc(N2CCN(c3ccc(OC)cc3)CC2)n2cnnc2n1	10%
CSc1cccc(NC(=O)N[C@H]2CCN(C(=O)c3cccn3C)[C@@H]2C(=O)N[C@H]2CCCNC2=O)c1	?
COc1ccccc1CN1CC(COc2ccccc2)C2(C1)CN(C(=O)c1cn[nH]c1)C2 (stereo unspecified)	?
O=C(c1ccccc1N1CCOCC1)N1CCCn2nc(CO)cc2C1	-4%
CCc1nnc(NC(=O)c2nc(SCc3ccccc3F)ncc2Cl)s1	i
COCC1CN(C(C)=O)CC12CCN(Cc1cccc(Cl)c1F)CC2 (stereo unspecified)	-7%
Cc1ccc(Nc2sc(C(=O)c3ccccc3)c(N)c2C(=O)Nc2ccc(Cl)cc2)cc1	?
CCCc1noc(-c2ccn3c(CNC(=O)c4ccc(C)cc4)nnc3c2)n1	-9%
OCC1CN(C2CCC2)CC12CCN(Cc1ccc(Br)o1)CC2 (stereo unspecified)	?
COC(=O)C1CCN([C@H]2[C@@H]3OC[C@@H](O3)[C@@H](NC(=O)Nc3cccc(C#N)c3)[C@@H]2O)CC1	-9%[44.1 µM]
Nc1nc(CCCNC(=O)C2CC(=O)N(Cc3ccccn3)C2)cs1 (stereo unspecified)	4%
Cc1ccc2nc(SCCC(=O)N3CC[C@@](C)(O)[C@@H](O)C3)cc(C)c2c1	8%
Cc1ccc(S(=O)(=O)N(CC(=O)N2CCc3ccccc3C2)c2ccc(C)c(C)c2)cc1	44%[activator]
CN(C)c1nc2c(c(=O)[nH]1)CCN(Cc1ccc(Cl)cc1)CC2	-4%[5.79 µM]
Cc1cc(C)cc(NC(=O)CNS(=O)(=O)c2ccc3nc(C)sc3c2)c1	-2%
COc1ccc(C2(C(=O)N3CC4CC(C3)[C@H]3CCCC(=O)N3C4)CC2)cc1 (stereo partly specified)	7%
COc1ccc(CNC(=O)CCc2c(C)nc3c(c(C)nn3-c3ccccc3)c2C)cc1	7%

A different layout for six compounds above:
Structure | Pf Dd2 inh
Cc1ccc2nc(SCCC(=O)N3CC[C@@](C)(O)[C@@H](O)C3)cc(C)c2c1 | 8%
Cc1ccc(S(=O)(=O)N(CC(=O)N2CCc3ccccc3C2)c2ccc(C)c(C)c2)cc1 | 44%[activator]
CN(C)c1nc2c(c(=O)[nH]1)CCN(Cc1ccc(Cl)cc1)CC2 | -4%[5.79 µM]
Cc1cc(C)cc(NC(=O)CNS(=O)(=O)c2ccc3nc(C)sc3c2)c1 | -2%
COc1ccc(C2(C(=O)N3CC4CC(C3)[C@H]3CCCC(=O)N3C4)CC2)cc1 (stereo partly specified) | 7%
COc1ccc(CNC(=O)CCc2c(C)nc3c(c(C)nn3-c3ccccc3)c2C)cc1 | 7%

Bioassay records (PubChem BioAssay)
